High-throughput results (PubChem BioAssay)
RXFP1 antag – blocks the human relaxin receptor RXFP1. Q9HBX9. AID 1259400. activity change, negative = inhibition, % at 57.5 µM. HEK293-RXFP1, relaxin-stimulated cAMP HTRF, 30 min; active compounds read low. 350,000 compounds, 0.59% hits;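 active = activity change of -60% or lower, but not beyond a set lower limit; inconclusive = change between -60% and -40%, or beyond the set limit; inactive = change above -40%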; note: % is set by controls: 0 for no effect and ±100 for the full control effect
D1 antag – antagonists of human D1 dopamine receptor. HEK293 TREx D1 cells, calcium flux, dopamine EC80; active compounds read low. P21728. 360,000 compounds, 3.2% hits. activity change, negative = inhibition, % at 10 µM; in the data active = activity change below about -30%; note: % is set by controls: 0 for no effect and ±100 for the full control effect
Target sequence (P21728 whole entry, looked up): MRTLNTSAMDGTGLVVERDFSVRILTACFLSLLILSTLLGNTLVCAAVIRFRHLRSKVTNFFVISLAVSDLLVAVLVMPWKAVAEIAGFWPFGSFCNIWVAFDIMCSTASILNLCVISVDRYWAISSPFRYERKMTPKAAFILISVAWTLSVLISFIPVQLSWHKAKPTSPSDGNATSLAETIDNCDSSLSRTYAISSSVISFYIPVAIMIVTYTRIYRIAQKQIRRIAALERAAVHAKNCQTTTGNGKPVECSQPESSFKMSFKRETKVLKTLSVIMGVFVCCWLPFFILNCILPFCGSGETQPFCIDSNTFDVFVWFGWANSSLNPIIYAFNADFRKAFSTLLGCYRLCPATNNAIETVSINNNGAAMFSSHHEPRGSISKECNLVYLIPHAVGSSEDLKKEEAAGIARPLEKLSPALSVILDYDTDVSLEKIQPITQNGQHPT
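Inducible Hek293 Trex D1 cells (tetracycline, overnight, 30 C). Calcium dye 30–90 min RT. Antagonist mode: EC80 dopamine added after 180 s compound read.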
D2 agonist – activates the human D2 dopamine receptor | 340,000 compounds, 0.53% hits | activation, % at 2 µM | HEK293 T-REx D2 cells, calcium flux agonist mode | P14416;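 active = activation over 3 SD above normal in the single-dose calcium agonist read, cut at about 30% in these data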; note: 0% is about no effect
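Tetracycline-induced HEK293 Trex cells with D2 receptor force-coupled to calcium signaling, plated overnight at 30 C and loaded with no-wash calcium dye. Calcium flux read kinetically for 180 s after compound addition; responses flag agonists.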
D1 PAM – human D1 dopamine receptor positive modulation; 360,000 compounds, 0.036% hits; P21728; potentiation, % at 10 µM; AID 504651; HEK293 TREx D1 cells, calcium flux, dopamine EC20 potentiation; in the data active = potentiation above about 30%; note: 0% is about no effect
TRHR ag – agonists of human TRH receptor; P34981; TRHR cells, calcium flux fluo-8, FDSS agonist mode; activation, % at 2 µM; 360,000 compounds, 0.18% hits; note: 0% is about no effect
Target sequence (P34981 whole entry, looked up): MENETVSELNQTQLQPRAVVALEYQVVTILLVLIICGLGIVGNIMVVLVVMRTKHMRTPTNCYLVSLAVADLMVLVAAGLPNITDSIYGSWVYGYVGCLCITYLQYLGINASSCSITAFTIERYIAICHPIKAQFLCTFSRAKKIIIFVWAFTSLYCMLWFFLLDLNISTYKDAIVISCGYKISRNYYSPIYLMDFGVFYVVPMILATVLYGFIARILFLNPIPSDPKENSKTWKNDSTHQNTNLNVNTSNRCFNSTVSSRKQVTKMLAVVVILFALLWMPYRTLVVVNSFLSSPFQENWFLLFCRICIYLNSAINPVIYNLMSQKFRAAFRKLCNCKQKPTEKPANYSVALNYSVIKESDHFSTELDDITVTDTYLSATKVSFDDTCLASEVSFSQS
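Steps: seed TRHR cells overnight; add fluo-8 no-wash Ca dye, RT 30 min–1.5 h; record 10 s baseline; pin-transfer compounds; monitor fluorescence 1 cycle/s for the agonist window. Calcium increases flag candidate agonists.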
D2 PAM – positive allosteric modulators of human D2 dopamine receptor; HEK293 T-REx D2, calcium flux, EC20 dopamine potentiation; 340,000 compounds, 0.34% hits; P14416; AID 485347; potentiation, % at 10 µM;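 active = potentiation over 3 SD above the plate norm, cut at about 30% in these data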; note: 0% is about no effect
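Cells plated with tetracycline inducer and held overnight at 30 C; calcium dye loaded 30–90 min at room temperature; baseline taken, compound added and read 180 s; EC20 dopamine then added and read 180 s.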
TRHR enhancer – allosterically enhances the human TRH receptor; TRHR cells, fluo-8 calcium fluorescence, EC20 TRH enhancement; enhancement, % at 2 µM; 360,000 compounds, 0.66% hits; AID 493056; in the data active = enhancement above about 30%; note: 0% is about no effect
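TRHR-expressing cells loaded with fluo-8 calcium dye were read kinetically (ex 480/em 530) during compound addition, then stimulated with an EC20 of TRH (10 nM final). Enhancement of the Gq-mediated intracellular calcium response was scored.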
D2 antagonist – antagonizes the human D2 dopamine receptor; P14416; HEK293 TREx D2 cells, calcium flux, dopamine EC80; inhibition, % at 10 µM; 340,000 compounds, 2% hits; AID 485344; in the data active = inhibition above about 30%; note: 0% is about no effect
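Compounds are added to dye-loaded, induced HEK293 T-REx cells coupled to calcium release via D2; after a 3 min kinetic read an EC80 dopamine stimulus is given and fluorescence is recorded for 3 more min.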
D1 agonist – activates the human D1 dopamine receptor; P21728; HEK293 T-REx D1 cells, calcium flux, agonist mode; activation, % at 2 µM; 360,000 compounds, 1% hits; note: 0% is about no effect
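Inducible HEK293 T-REx D1 cells, force-coupled to calcium signalling, were plated at 4000 cells/well with tetracycline and held overnight at 30 C. After no-wash calcium dye loading, compound-evoked calcium rise over 180 s flagged agonists.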
Active calls of the source: *; ? = inconclusive; / = no result given. Cut-off read from the data, not from the text of the source, unless noted: active = activation above about 30%; inactive = the rest.

SMILES	RXFP1 antag	D1 antag	D2 agonist	D1 PAM	TRHR ag	D2 PAM	TRHR enhancer	D2 antagonist	D1 agonist
CC(C)c1ccc(O)c(N)c1	0	-10	-2.3	3	0.1	10	-1	2	4
COc1ccccc1C(=O)NCCC(=O)Nc1cccnc1	15	-7	0.4	-4	0.5	-1	-2	7	0
CCOC(=O)N1CCC(c2nc(C)sc2C(=O)O)CC1	0	-1	-1.8	-5	0.1	21	10	9	3
CC(C)C(=O)NNC(=O)CC(=O)Nc1ccccc1C(=O)O	9	5	0.6	3	0.0	-6	3	-5	2
O=C(COc1ccc(S(=O)(=O)NC2CCCCC2)cc1Cl)NCc1cccnc1	12	-15	0.2	-8	0.7	3	7	-16	4
CN(CC(=O)NC1CCCCCC1)S(=O)(=O)c1ccc(Br)cc1	2	1	0.4	2	-0.1	-2	16	-8	1
C#CCNC(=O)c1cccn1-c1ncc(C(F)(F)F)cc1Cl	1	-22	2.5	-4	-0.3	5	-1	-8	6
OCCN1C2=NCCCN2c2ccccc21	-2	1	0.4	-10	0.2	-3	-2	0	2
O=c1c2ccccc2nc2n1CCC2	2	-11	0.5	0	0.0	12	3	-1	3
COc1ccc(NC(=O)N2CCN(S(=O)(=O)c3ccc(F)cc3)CC2)c(OC)c1	-11	-11	/	1	0.0	3	1	/	1
CC1CC(C(F)(F)C(F)(F)F)n2nc(C(=O)O)cc2N1 (stereo not drawn)	/	-3	0.2	2	1.4	-7	0	11	1
CCOC(=O)/C(C#N)=C/C1=C(N2CCCC2)CC(C)(C)OC1	-9	0	-1.4	2	0.1	-1	-11	4	-1
Cc1ccccc1Cn1cc(NC(=O)c2noc3c2CC(C(C)(C)C)CC3)cn1 (stereo not drawn)	4	25	-0.2	1	0.2	8	24	-1	3
O=C(CCl)Nc1ccc2c(c1)OCO2	-1	-16	0.7	-3	0.2	5	-2	-6	2
O=C(O)CCC(=O)Nc1ccc(C(=O)N2CCCCC2)cc1	35	11	-0.9	1	-0.1	33*	-1	6	0
O=C(c1ccc(S(=O)(=O)Nc2ccccc2Cl)cc1)N1CCOCC1	0	-10	-0.2	0	0.3	6	13	4	0
COc1ccc(NC(=O)C2CCCCN2S(=O)(=O)c2ccc(F)cc2)c(OC)c1 (stereo not drawn)	-16	-10	-0.1	-7	-0.7	1	1	-8	0
CN(C)c1ccc(C2N(C(=O)N3CCOCC3)CCN2S(=O)(=O)c2ccccc2)cc1 (stereo not drawn)	-4	2	0.0	2	-0.3	5	8	-9	1
COc1ccccc1NC(=S)NCc1ccccc1	0	-11	0.4	-2	0.4	6	-3	-10	2
COc1ccc(CNC(=O)CCc2ccc(S(=O)(=O)N3CCCCCC3)cc2)cc1OC	-5	0	3.0	-2	-0.2	7	3	15	1
Cc1cc(CN(C)Cc2c(C(=O)N3CCCCCCC3)nc3ccc(Cl)cn23)n[nH]1	6	-10	/	-3	-2.3	/	1	/	-1
CCCn1c(=O)c2c(C(=O)OCC)cc(-c3ccco3)nc2n(CCC)c1=O	-11	11	0.8	-4	0.2	2	-1	24	1
Cc1cccc(C)c1NC(=O)c1nc(S(C)(=O)=O)ncc1N(Cc1ccc(C(C)(C)C)cc1)Cc1ccco1	-23	10	2.8	-1	1.3	-1	-9	/	12
COC(=O)c1ccc(CS(=O)(=O)c2ccccc2C)o1	10	5	-1.7	10	-0.5	3	18	-2	1
O=C(Nc1ccc(N2CCN(C(=O)c3ccccc3F)CC2)cc1)c1ncn[nH]1	-7	3	/	0	-0.2	/	33*	/	2
CCOc1ccc(-c2nnc(SCC(=O)Nc3ccccc3C(F)(F)F)o2)cc1	/	4	0.6	1	0.2	2	0	/	3
O=C1/C(=C/c2ccc(F)cc2)SC(=S)N1N1CCOCC1	17	6	-0.5	7	0.9	11	4	-16	3
C=C(C)C(=O)Nc1cccc(C2=NOC3(C2)C[C@@H](C(N)=O)N(C(=O)c2cc([N+](=O)[O-])cc([N+](=O)[O-])c2)C3)c1 (stereo partly drawn)	/	-16	-0.2	-2	-0.4	11	0	-14	1
CCCCN(C(=O)c1ccc(N2CCCC2=O)cc1)c1c(N)n(CCCC)c(=O)[nH]c1=O	-5	-2	0.0	-1	0.5	12	6	21	2
CN(C)c1ncc(S(=O)(=O)c2ccccc2)c(N)n1	4	-1	0.3	2	0.0	6	2	-37	4
C/C(=N\NC(N)=S)C1=CCC2C3CC[C@H]4CC(O)CC[C@]4(C)C3CC[C@]12C (stereo partly drawn)	17	2	-0.8	1	-0.4	6	-16	-18	1
CC(C)(C)c1cc(NC(=O)c2cccnc2)no1	26	-13	/	0	1.0	/	-3	/	0
Cc1ccc(C(C)C)c(OCC(O)CN2CCOCC2)c1 (stereo not drawn)	-5	-7	-0.3	-9	0.7	6	12	-5	3
Cc1ccc(NC2CCCN(C(=O)CCN3CCOCC3)C2)cc1C (stereo not drawn)	2	-2	0.3	3	-0.6	1	-9	-8	0
CSc1nc(C)c(Oc2ccccc2)c(=O)n1C	1	-71*	-1.0	-12	-0.8	6	0	14	-4
N#Cc1nc(-c2ccc(F)cc2)oc1N1CCCCC1	-2	11	0.2	0	-0.6	2	5	8	3
COc1cc(NC(=O)c2cccc(C)c2)c(OC)cc1NC(=O)CN1CCCCC1	-8	2	-0.2	2	-0.1	12	-1	-4	5
CC(=O)Nc1ccc(C(=O)NC2CCSc3ccccc32)cc1 (stereo not drawn)	6	-16	/	-8	0.1	/	-1	/	1
COc1cc2c(cc1OC)C(c1ccccc1O)NCC2 (stereo not drawn)	-7	2	-0.2	-4	0.4	-7	-1	-6	2
O=C(/C=C/NNC(=O)c1ccccc1)c1ccc([N+](=O)[O-])cc1	-22	-8	0.9	-5	-2.7	0	4	-1	4
O=c1[nH]c(=S)[nH]cc1Oc1ccc(Cl)cc1Cl	10	-12	-1.5	-3	1.0	-4	-7	15	1
COc1cccc(/C=C2\SC(=S)N(NC(=O)c3ccncc3)C2=O)c1	2	-9	0.0	-2	0.3	8	2	9	2
O=C(NCc1ccc(Cl)cc1)C1CCCN1C(=O)Nc1ccc(F)cc1 (stereo not drawn)	8	0	-1.1	-4	-0.5	-3	-11	-1	0
COc1ccccc1C/C(N)=N/OC(=O)COc1cc(C)cc(C)c1C	-3	8	0.3	-1	0.4	-7	-11	11	11
Cc1ccc(C(=O)NNC(=O)CCCN2C(=O)/C(=C/c3ccccc3Cl)SC2=S)cc1	/	5	0.9	0	0.8	12	8	-9	2
O=C(CCCN1C(=O)c2cccc3cccc(c23)C1=O)NCc1cccnc1	4	0	/	-7	-0.3	/	10	/	-1
COc1ccccc1NC(=O)c1ccc(N2CC3CC(C2)c2cccc(=O)n2C3)c(NC(=O)c2ccncc2)c1 (stereo not drawn)	2	8	-0.2	5	0.0	5	-3	6	2
O=C(COC(=O)CCC(=O)c1cccs1)NC1CCCCC1	7	-10	0.0	1	0.3	3	9	-1	0
O=c1c(Cc2ccc(F)cc2)c(O)ccn1CCCN1CCOCC1	-3	/	1.3	-4	0.3	5	-3	5	1
Cc1cccc(-n2ncc3c(N4CCCc5ccccc54)ncnc32)c1	4	11	0.4	-1	0.2	-4	-2	-4	0
COc1ccccc1/C=N/NC(=O)CNC(=O)c1ccccc1	10	-1	-0.5	3	0.2	6	-7	8	3
CC1CCN(S(=O)(=O)c2ccc3c(c2)oc(=O)n3C)CC1	0	-18	1.3	1	-0.6	-7	11	-2	3
Cc1cccc(N(C)C(=O)c2cnn(-c3ccccc3)c2C)c1	0	12	-2.5	5	0.0	14	9	10	4
O=C(C#Cc1ccccc1)c1ccco1	?	-20	3.8	5	5.6	-3	15	1	-1
Cc1nnc(NC(=O)CSc2nnc(-c3ccccc3)n2C)s1	-14	-4	0.3	-2	0.2	23	-2	2	-1
COC(=O)c1coc(-c2ccc(C)cc2)c1C(=O)OC	-5	1	0.4	0	-0.1	3	-2	-7	1
COc1ccc(OCC(=O)Nc2nc3c(s2)CCCC3)cc1	9	9	-0.5	-6	-0.6	-19	-5	11	5
CC(C)(C)NC(=O)C12CCC(C)(c3nc4ccccc4nc31)C2(C)C (stereo not drawn)	-8	8	-0.1	-5	0.8	1	0	15	0
Cc1[nH]c(=O)c(C(=O)/C=C/c2ccccc2)c2c1CCCC2	-10	-7	0.5	1	-0.6	6	13	-12	-1
Cn1c(NC(=O)C(C)(C)Oc2ccc(Cl)cc2)cc(=O)n(C)c1=O	/	-13	1.3	2	0.3	-9	4	0	5

Profiles as entered above.
`O=C(NCc1ccc(Cl)cc1)C1CCCN1C(=O)Nc1ccc(F)cc1` (stereo not drawn) is listed with RXFP1 antag = 8; D1 antag = 0; D2 agonist = -1.1; D1 PAM = -4; TRHR ag = -0.5; D2 PAM = -3; TRHR enhancer = -11; D2 antagonist = -1; D1 agonist = 0
`COc1cccc(/C=C2\SC(=S)N(NC(=O)c3ccncc3)C2=O)c1` is listed with RXFP1 antag = 2; D1 antag = -9; D2 agonist = 0.0; D1 PAM = -2; TRHR ag = 0.3; D2 PAM = 8; TRHR enhancer = 2; D2 antagonist = 9; D1 agonist = 2

A different layout for 5 compounds above.
canonical_smiles | RXFP1 antag | D1 antag | D2 agonist | D1 PAM | TRHR ag | D2 PAM | TRHR enhancer | D2 antagonist | D1 agonist
O=C(c1ccc(S(=O)(=O)Nc2ccccc2Cl)cc1)N1CCOCC1 | 0 | -10 | -0.2 | 0 | 0.3 | 6 | 13 | 4 | 0
COc1ccccc1NC(=O)c1ccc(N2CC3CC(C2)c2cccc(=O)n2C3)c(NC(=O)c2ccncc2)c1 (stereo not drawn) | 2 | 8 | -0.2 | 5 | 0.0 | 5 | -3 | 6 | 2
O=C(COC(=O)CCC(=O)c1cccs1)NC1CCCCC1 | 7 | -10 | 0.0 | 1 | 0.3 | 3 | 9 | -1 | 0
O=c1c(Cc2ccc(F)cc2)c(O)ccn1CCCN1CCOCC1 | -3 | / | 1.3 | -4 | 0.3 | 5 | -3 | 5 | 1
COc1cc2c(cc1OC)C(c1ccccc1O)NCC2 (stereo not drawn) | -7 | 2 | -0.2 | -4 | 0.4 | -7 | -1 | -6 | 2

(next part)
SMILES	RXFP1 antag	D1 antag	D2 agonist	D1 PAM	TRHR ag	D2 PAM	TRHR enhancer	D2 antagonist	D1 agonist
COc1ccc(Cn2c(CCC(=O)Nc3cc(OC)c(OC)c(OC)c3)nc3cccnc32)cc1	-14	-47*	-1.0	-2	-2.3	8	2	/	4
N#CC1CCCc2c1[nH]c1ccc([N+](=O)[O-])cc21 (stereo not drawn)	11	-12	9.8	-1	-0.1	5	3	4	4
CC(C)c1ccc(N(C(=O)c2csnn2)C(C(=O)NC2CCCC2)c2cccnc2)cc1 (stereo not drawn)	6	4	-1.2	0	-1.7	-8	-4	2	1
COC(=O)c1sc2ncn(CC(=O)N(C)C3CCCCC3)c(=O)c2c1C	22	18	6.7	-5	-0.1	/	0	-11	0
COC(=O)c1sccc1NC(=S)Nc1cc(C)ccc1OC	-25	-6	0.2	-1	0.0	4	3	1	2
CCC1=NN2C(=N)/C(=C\c3ccc(SCc4ccco4)o3)C(=O)N=C2S1	-26	7	6.2	-9	14	13	0	0	38*
O=C(Nc1cccc(C(F)(F)F)c1)/C(=C/c1ccco1)NC(=O)c1cccs1	3	-13	-0.5	-3	1.4	-7	-12	29	3
COc1ccc2c(C)c(CCC(=O)NC3CC3)c(=O)oc2c1C	/	-21	-0.7	8	0.1	6	4	-11	8

Hits appear at their usual frequency. About 7.3% of those tested had a hit in this group.
